BRCT PPI green: inhibitors of human BRCA1 BRCT-phosphoprotein interaction (green fluorophore); P38398; BRCA1 BRCT-phosphopeptide binding, green fluorescence polarization; Potency, µM (highest dose often 76.9 µM), without a hit: at the highest dose activity change, negative = inhibition, usual class: inhibitors; 0.05% of 75,000 active; AID 875;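 further: potency means the concentration at half of the fitted maximal effect; plate controls were peptide without protein for full effect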
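Fluorescence polarization: His-tagged BRCT (~35 kDa BRCA1 C-terminus, 250 nM) bound to 100 nM fluorescein-labeled phosphorylated 10-aa BACH1 peptide, pH 7.3 phosphate buffer with DTT and Tween 20. Compounds incubated 12 min at room temperature; inhibition read as lowered polarization.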
BRCT PPI red: disrupts BRCA1 BRCT binding to phosphoprotein, red fluorophore readout. AID 892. P38398. 0.03% of 75,000 active. Potency, µM (series often up to 76.9 µM), for the others: at the highest dose activity change, negative = inhibition, most hits filed as inhibitors. BRCT-phosphopeptide binding, red fluorescence polarization; further: on the % scale 0 is the no-effect control and ±100 the full control effect
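Rhodamine-labelled pBACH1 10-mer (100 nM) bound to BRCT domain (100 nM) at pH 7.3; compounds incubated 12 min room temperature, polarization read. Free peptide defines full inhibition; unlabelled decapeptide titrated as control.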
Caspase-7 inhib: blocks human caspase-7 allosterically or competitively. P55210. recombinant caspase-7, Ac-DEVD-AFC fluorescence rate. Potency, µM (highest dose often 57.5 µM), without a hit: at the top dose activity change, negative = inhibition, most hits filed as inhibitors. 0.02% of 75,000 active. AID 889; active means well fitted inhibition curve with a large enough effect in the main read-out, with a control signal flat, not every such curve was filed as active; inconclusive means small, poorly fitted or top-dose-only effect, or a change in a side signal; further: potency means the concentration at half of the fitted maximal effect; % of control where 0% means no effect
USP2a inh: blocks human ubiquitin-specific protease USP2a. O75604. USP2a enzymatic assay, qHTS inhibition. Potency, µM (highest dose often 38.3 µM), without a hit: top-dose activity change, negative = inhibition, hits mostly inhibitors. 0.1% of 60,000 active;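 further: potency means the concentration at half of the fitted maximal effect; nearly all actives have a fitted effect of over 60% in size; plate controls were DMSO for no effect and NEM full inhibition control for full effect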
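USP2 core (20 nM final) was preincubated with compound for 30 min at RT in 20 mM Tris-HCl pH 8.0, 2 mM CaCl2, 2 mM beta-mercaptoethanol; Ub-PLA2 (20 nM) plus NBD C6-HPC (20 uM) then added, fluorescence read after 2.5 h.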
A350 autofl: A350 region autofluorescence | Compound autofluorescence, 340/450 nm, Alexa 350 dye-equivalents; active compounds read high | max dye-equivalent concentration, M | 11% of 59,000 active; in the data active means max dye-equivalent concentration above about 10 nM; inconclusive means mostly about 1.1 nM to 9.6 nM
Tau fil binding: binders of human tau filaments. Potency, µM (top dose mostly 57.1 µM), for inactives: top-dose activity change, negative = inhibition. P10636. recombinant tau filaments, thioflavin S fluorescence, 15 h; filaments grown with octadecylsulfate alongside compound. 2% of 71,000 active;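 further: potency means the concentration at half of the fitted maximal effect; on the % scale 0 is the no-effect control and ±100 the full control effect; actives lower thioflavin S fluorescence by blocking filaments or displacing dye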
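Tau 2 uM in ThS buffer dispensed; compound added; 60 uM ODS added (finals 1 uM tau, 30 uM ODS); 15 h 37 C; fluor ex450/em510.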
CRE-bla Fsk: alters forskolin-stimulated CRE reporter signaling in CHO cells; CHO CRE-bla reporter (cAMP response element driving beta-lactamase), forskolin EC10, beta-lactamase ratio; Potency, µM (top dose mostly 38.2 µM), for inactives: at the highest dose activity change, negative = inhibition, usual class: activators; 2.5% of 71,000 active; active means well fitted activation curve with a large enough effect in the signal ratio, with a control signal flat, not every such curve was filed as active; inconclusive means small, poorly fitted or top-dose-only effect, or effect the other way, or a change in a side signal; the % refers to the signal ratio; further: potency means the concentration at half of the fitted maximal effect; % of control where 0% means no effect
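CHO CRE-bla cells, overnight plating in Opti-MEM with 0.5% dialyzed FBS; cpd titration + EC10 NKH 477, 3 h 37 °C; CCF4 2 h RT; ex 405/em 460 vs 530 ratio → %Activity, AC50.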
ERK AVP block: vasopressin-driven ERK pathway inhibition; 0.99% of 72,000 active; Potency, µM (top dose mostly 57.5 µM), inactives show top-dose activity, negative = inhibition, hits mostly inhibitors; HEK293-V1b, vasopressin-stimulated pERK AlphaScreen; AID 995; further: potency means the concentration at half of the fitted maximal effect; on the % scale 0 is the no-effect control and ±100 the full control effect; nearly all actives have a fitted effect of over 55% in size
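HEK293 cells stably expressing V1b receptor, preincubated 30 min at 37 °C with compound, then stimulated 5 min with 25 nM vasopressin. Phospho-ERK by AlphaScreen SureFire after 5 h RT; normalized to DMSO and vasopressin; AC50 by Hill fit.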
HEK293 cAMP cs: parental HEK293 cAMP activation (counter-screen); parental HEK293 CNG cAMP sensor, membrane potential fluorescence; Potency, µM (top dose mostly 57.1 µM), for inactives: top-dose activation, most hits filed as activators; 2.5% of 73,000 active; AID 938; further: potency means the concentration at half of the fitted maximal effect; % of control where 0% means no effect; nearly all actives have a fitted effect of over 55% in size
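Parental HEK 293 cells stably expressing a cAMP-gated CNG channel were loaded with membrane potential dye containing 100 uM RO 20-1724 for 60 min. Compound added for 30 min; depolarization read as fluorescence intensity at 590 nm.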
FLuc inh: inhibitors of firefly luciferase. AID 411. 2.2% of 72,000 active. P08659. Potency, µM (series often up to 57.1 µM), for the others: at the highest dose activity change, negative = inhibition, hits mostly inhibitors. purified firefly luciferase, luminescence, 8 min; further: potency means the concentration at half of the fitted maximal effect; on the % scale 0 is the no-effect control and ±100 the full control effect; nearly all actives have a fitted effect of over 40% in size
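Substrate buffer containing 10 uM ATP (pH 7.2 imidazole, Mg2+, KCl, detergent, BSA) is dispensed, compound pinned in, then luciferase/luciferin detector mix added. After 8 min at ambient temperature, light output is measured.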
Casp1 inh: blocks human caspase-1 allosterically or competitively; Caspase-1 enzyme, Ac-WEHD-AFC fluorogenic rate; Potency, µM (series often up to 57.5 µM), for inactives: at the highest dose activity change, negative = inhibition, usual class: inhibitors; 0.03% of 75,000 active; AID 900;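 further: potency means the concentration at half of the fitted maximal effect; plate controls were vehicle for no effect and no substrate for full effect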
Active calls of the source: *; i = inactive; ? = inconclusive; · = not tested or not shown; & = joins results of further samples; [ ] = dose if it differs, or a comment. Unless noted, the call rests on the fitted dose curve; in most records, active means well fitted curve in the direction sought with a large enough effect; inconclusive means small, poorly fitted or top-dose-only effect, or another doubt; inactive means no such curve, though single readings can be large; an effect the other way counts as inactive or inconclusive.

SMILES	BRCT PPI green	BRCT PPI red	Caspase-7 inhib	USP2a inh	A350 autofl	Tau fil binding	CRE-bla Fsk	ERK AVP block	HEK293 cAMP cs	FLuc inh	Casp1 inh
Cc1cc(C)cc(NC(=O)N2CCC(c3nc4ccccc4o3)CC2)c1	1.7%	0.2%	-2%	21%	i	0%	-20%	-26%	-5%	0%	-1%
COc1ccc(OC)c(NC(=O)CSc2nc(C)cs2)c1	1.3%	1.3%	-4%	-7%	i	-12%	11%	-9%	20%	2%	-4%
CCN(CC)c1ccc(NC(=O)COc2ccc(C)cc2)cc1	-4.1%	-0.6%	-2%	-1%	·	-10%	-6%	?	·	1%	-4%
COc1ccc(Nc2nc(-c3sc(N)nc3C)cs2)cc1	1.5%	0.3%	-2%	22%	i	13µM*	-10%	-4%	?	-21%	-4%
CCCCn1c(SCC(=O)OCC)nnc1-c1ccoc1C	-1.1%	-0.4%	-1%	2%	i	-2%	2%	?	?	3%	1%
O=C(Nc1ccccc1-c1ccccc1)c1ccco1	-0.7%	-0.9%	1%	-4%	i	0%	12%	15%	?	1%	-1%
NC(=O)c1ccccc1	-1.7%	-0.7%	2%	1%	i	-11%&-20%	4%&-2%	-15%	-4%&12%	2%	6%
COc1ccccc1Cn1c(-c2ccco2)nc2nc3ccccc3nc21	4.1%	0.6%	-8%	39%[activator]	1.5e-07M*	16µM*	20%	-18%	13%	3.2µM*	-9%
NC[C@@H]1O[C@H](O[C@H]2[C@H](O)[C@H](O[C@@H]3O[C@H](CO)[C@@H](O)[C@H](N)[C@@H]3O)[C@@H](N)C[C@H]2N)[C@@H](O)[C@H](O)[C@@H]1O	-1.6%[34.4 µM]	0.0%[34.4 µM]	-1%[25.7 µM]	0%[17.1 µM]	i	11%[25.6 µM]	0%[17.1 µM]	-8%[25.7 µM]	0%[25.6 µM]	6%[25.5 µM]	-1%[25.7 µM]
CCOC(=O)c1ccc(N2C(=O)C3ON(c4ccccc4)C(c4ccco4)C3C2=O)cc1 (stereo unspecified)	2.9%	1.5%	-6%	·	·	-1%	-10%	-12%	16%	3%	0%
CCOC(=O)C1CCN(S(=O)(=O)c2ccc3[nH]c(=O)oc3c2)CC1	0.5%	1.1%	3%	·	·	-6%	-3%	·	14%	3%	-3%
O=C(Nc1ccc2c(c1)OCCO2)C1CCN(S(=O)(=O)c2ccc(Br)s2)CC1	-2.6%	-0.6%	2%	33%[activator]	i	80%	-5%	17%	29%	-10%	-2%
Cc1ccc2nc(NC3=NCN(C4CCCCC4)CN3)nc(C)c2c1	-2.7%	-0.1%	0%	2%	?	4%	-5%	5%	6%	4%	0%
CCCCOc1ncnc2c1[nH]c1ccccc12	0.8%	0.1%	-4%	14%	?	-10%	26%	?	?	-16%	-2%
CCOC(=O)C1=C(C)NC(=O)CC1c1ccccc1 (stereo unspecified)	-1.7%	0.7%	-1%	4%	i	-7%	25%	-11%	-2%	2%	0%
CN(C(=O)COc1cccc(Br)c1)C1CCS(=O)(=O)C1 (stereo unspecified)	-7.5%	-1.6%	0%	1%	i	4%	-5%	-6%	16%	1%	2%
CCOc1ccccc1NC(=O)CSc1nnc(-c2ccccc2Cl)n1Cc1ccco1	0.4%	-0.5%	-1%	13%	i	18%	?	-1%	?	4%	-4%
COc1cccc(NC2SC(=O)N(c3ccccc3)C2=O)c1 (stereo unspecified)	-2.0%	0.0%	1%	·	·	12%	-1%	?	6%	-1%	1%
c1ccc2c(c1)CCN(Cc1nnnn1Cc1ccc3c(c1)OCO3)C2	-3.1%	-0.7%	5%	-7%	i	10%	-19%	14%	?	-33%	-1%
Cc1cccc(C)c1OCc1nnc2c3cnn(C)c3ncn12	1.6%	0.7%	1%	10%	i	-7%	?	7%	28%	0%	2%
Cc1nn(C)cc1NC(=O)CCSc1nc(-c2ccco2)cc(C(F)(F)F)n1	-0.2%	-0.2%	0%	·	i	2%	22%	-20%	9%	1%	-1%
Cc1cc(NC(=O)CCC(=O)N(c2ccccc2)C(C(=O)NC2CCCC2)c2ccncc2)no1 (stereo unspecified)	-1.6%	-1.0%	0%	48%[activator]	i	-2%	14%	4%	6%	3%	-1%
Cn1c(SCC(=O)OC2CCCCC2)nnc1-c1ccc2c(c1)OCO2	-1.7%	-1.0%	2%	4%	i	6%	5%	-12%	?	-1%	2%
O=C1CC(N2CCN(c3ccccc3Cl)CC2)C(=O)N1c1ccccc1 (stereo unspecified)	0.8%	-2.5%	1%	11%	i	6%	-14%	2%	0%	1%	2%
Cc1nc2ccccc2n1-c1nc(-c2ccco2)cc(C(F)(F)F)n1	0.6%	-0.4%	-2%	17%	?	2%	-5%	-2%	3.2µM*	1%	1%
COCCNc1nc(=S)[nH]c2cc(OC)c(OC)cc12	-3.7%	0.6%	1%	3%	?	-19%	11%	10%	17%	1%	-1%
COc1ccc(CNC(=O)[C@H]2C[C@@H]2[C@H](NP(=O)(c2ccccc2)c2ccccc2)c2ccccc2)cc1OC	-1.3%	0.2%	-3%	·	·	3%	-16%	4%	?	·	-1%
CCCCOC(=O)C1=C(C)Nc2ncnn2C1c1cc(OC)c(OC)cc1OC (stereo unspecified)	-1.1%	-0.6%	-4%	5%	i	10%	16µM*	-10%	2%	0%	0%
O=C(c1cnn2c(C(F)(F)F)cc(-c3ccco3)nc12)N1CCCc2ccccc21	-0.7%	0.2%	-1%	6%[7.66 µM]	·	?	?	25%	?	3%	-1%
Oc1ccc2ccccc2c1CN1CCN(c2ccccc2F)CC1	-0.2%	0.1%	-2%	·	·	3%	-16%	1%	8%	-7%	-5%
O=C(NCC1CCCO1)c1ccc2c(c1)C(=O)N(C1CCCCC1)C2=O (stereo unspecified)	-0.6%	-0.9%	0%	4%	·	-4%	4%	6%	-10%	-3%	0%
Nc1nc2c(nc(Br)n2[C@@H]2O[C@H]3COP(=O)(O)O[C@@H]3[C@H]2O)c(=O)[nH]1	-2.7%	-1.9%	2%	-4%	i	7%	-4%	-6%	?	-3%	1%
CN(C)c1ccc(C(c2nnnn2C2CCCCC2)N2CCN(C(=O)c3ccco3)CC2)cc1 (stereo unspecified)	0.1%	0.4%	0%	6%	i	-4%	0%	1%	5%	2%	-1%
CCOc1cccc(-c2nnc(SCC(=O)Nc3cccc(OC)c3)n2N)c1	-1.3%	2.9%	-2%	12%	i	10%	-9%	-10%	0%	1%	0%
COc1ccc2nc(NC(=O)c3ccoc3C)sc2c1	-2.9%	-0.6%	-1%	-4%	i	69%	5%	-16%	5%	3.2µM*	1%
C=CCn1c(SCC(=O)c2ccc(CNC(C)=O)o2)nc2scc(C3CC3)c2c1=O	4.2%	0.2%	-27%	49%[activator]	i	-18%	7.9µM*	5%	15%	0%	-4%
Cc1ccc(-c2nc3cnccn3c2Nc2ccc3c(c2)OCCO3)o1	-4.1%	-1.8%	-1%	18%	i	-8%	?	?	-9%	-25%	4%
CC(=O)N1CCc2cc(S(=O)(=O)NC(C(=O)NCc3ccccc3)C(C)C)ccc21 (stereo unspecified)	0.3%	-1.9%	-2%	12%	i	14%	-17%	41%[activator]	6%	1%	0%
Cc1ccccc1OCCNC(=O)CNC(=O)c1ccccc1O	0.0%	-0.3%	-1%	11%	1.7e-08M*	6%	-3%	-11%	-4%	0%	0%
O=C(NCc1ccc2c(c1)OCO2)C(c1ccco1)N(C(=O)c1csnn1)c1ccccc1 (stereo unspecified)	-1.6%	-0.4%	-1%	136%[activator]	i	-5%	?	-1%	7%	1%	-1%
c1ccc2c(CN3CCN(Cc4c[nH]c5ccccc45)CC3)c[nH]c2c1	0.0%[15.4 µM]	-1.5%[15.4 µM]	-1%[11.5 µM]	·	?	-8%[11.4 µM]	-5%[7.6 µM]	3%[11.5 µM]	-4%[11.4 µM]	3%[11.4 µM]	1%[11.5 µM]
COc1ccccc1Cn1c(=O)[nH]c2cccnc21	0.9%	-0.4%	-2%	-4%	?	9%	10%	20%	5%	3%	0%
N#Cc1c(C(F)(F)F)cc(-c2ccccc2)nc1SCc1nc(N)nc(N2CCOCC2)n1	50%[activator]	0.9%	-18%	33%[activator]	?	56%	?	-5%	17%	0%	?

Limited to A350 autofl and USP2a inh, for some of the entries so far:
structure | A350 autofl | USP2a inh
Cc1cc(NC(=O)CCC(=O)N(c2ccccc2)C(C(=O)NC2CCCC2)c2ccncc2)no1 (stereo unspecified) | i | 48%[activator]
Cn1c(SCC(=O)OC2CCCCC2)nnc1-c1ccc2c(c1)OCO2 | i | 4%
